Screening results deposited in PubChem by National Center for Advancing Translational Sciences (NCATS).
D2 agonist: agonists of human D2 dopamine receptor; HEK293 T-REx D2 cells, calcium flux agonist mode; activation, % at 2 µM; hit rate 0.53% among 340,000; AID 485358;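 active = activation over 3 SD above normal in the single-dose calcium agonist read, cut at about 30% in these data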; also: 0% is about no effect
Target sequence (P14416 whole entry, looked up): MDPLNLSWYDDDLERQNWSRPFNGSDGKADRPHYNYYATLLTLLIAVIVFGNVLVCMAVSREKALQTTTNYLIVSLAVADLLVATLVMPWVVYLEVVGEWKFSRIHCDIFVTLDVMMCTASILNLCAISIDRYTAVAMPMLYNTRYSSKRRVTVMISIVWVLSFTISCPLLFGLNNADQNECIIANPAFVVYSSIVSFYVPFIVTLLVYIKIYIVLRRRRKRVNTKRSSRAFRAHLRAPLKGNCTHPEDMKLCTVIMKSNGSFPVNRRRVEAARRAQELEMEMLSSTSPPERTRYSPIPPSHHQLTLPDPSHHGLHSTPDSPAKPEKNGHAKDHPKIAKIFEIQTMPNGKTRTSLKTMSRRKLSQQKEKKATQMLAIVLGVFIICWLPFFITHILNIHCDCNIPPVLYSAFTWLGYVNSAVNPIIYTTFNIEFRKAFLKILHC
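Agonism scored from kinetic calcium signal (1 read/sec, 180 s) following compound pin transfer, after a 10 s baseline. Cells: HEK293 Trex line expressing inducible D2 receptor coupled to calcium, dye-loaded after overnight culture at 30 C.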
D1 ag: activates the human D1 dopamine receptor; HEK293 T-REx D1 cells, calcium flux, agonist mode; activation, % at 2 µM; hit rate 1% among 360,000; AID 504660; also: 0% is about no effect
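Agonism was scored from calcium flux recorded over 180 s (1 read/s) after pintool compound addition, following a 10-cycle baseline. Cells were inducible force-coupled HEK293 TREx D1, plated overnight at 30 C and loaded with no-wash calcium dye.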
TRHR ag: agonists of human TRH receptor | TRHR cells, calcium flux fluo-8, FDSS agonist mode | activation, % at 2 µM | hit rate 0.18% among 360,000; also: 0% is about no effect
Target sequence (P34981 whole entry, looked up): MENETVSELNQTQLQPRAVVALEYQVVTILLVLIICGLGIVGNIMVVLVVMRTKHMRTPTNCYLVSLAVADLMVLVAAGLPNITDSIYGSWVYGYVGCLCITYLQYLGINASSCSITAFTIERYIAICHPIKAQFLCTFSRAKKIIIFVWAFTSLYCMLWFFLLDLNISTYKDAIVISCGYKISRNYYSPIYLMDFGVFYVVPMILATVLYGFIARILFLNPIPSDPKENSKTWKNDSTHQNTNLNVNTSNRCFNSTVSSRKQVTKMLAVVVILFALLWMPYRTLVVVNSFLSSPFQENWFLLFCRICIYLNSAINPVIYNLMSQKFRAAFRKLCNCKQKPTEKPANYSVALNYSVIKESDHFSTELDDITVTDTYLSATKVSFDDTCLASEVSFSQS
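Steps: seed TRHR cells overnight; add fluo-8 no-wash Ca dye, RT 30 min–1.5 h; record 10 s baseline; pin-transfer compounds; monitor fluorescence 1 cycle/s for the agonist window. Calcium increases flag candidate agonists.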
D2 antag: antagonizes the human D2 dopamine receptor; HEK293 TREx D2 cells, calcium flux, dopamine EC80; inhibition, % at 10 µM; AID 485344; hit rate 2% among 340,000; in the data active = inhibition above about 30%; also: 0% is about no effect
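Tetracycline-induced HEK293 TREx cells expressing D2 receptor forced-coupled to calcium signalling, loaded with no-wash calcium dye. Compounds added and calcium flux read 180 s, then dopamine added at EC80 and read a further 180 s.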
RXFP1 antag: antagonists of human relaxin receptor RXFP1; Q9HBX9; HEK293-RXFP1, relaxin-stimulated cAMP HTRF, 30 min; active compounds read low; activity change, negative = inhibition, % at 57.5 µM; hit rate 0.59% among 350,000; AID 1259400;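 active = activity change of -60% or lower, but not beyond a set lower limit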; also: % is scaled to controls: 0 for no effect and ±100 for the full control effect
D1 antag: human D1 dopamine receptor antagonism; P21728; HEK293 TREx D1 cells, calcium flux, dopamine EC80; active compounds read low; activity change, negative = inhibition, % at 10 µM; hit rate 3.2% among 360,000; AID 504652; in the data active = activity change below about -30%; also: % is scaled to controls: 0 for no effect and ±100 for the full control effect
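HEK293 T-REx cells expressing inducible, force-coupled D1 receptor; no-wash Ca dye, 30–90 min RT. Cmpd → 180 s read at 1 Hz → EC80 DA → 180 s read.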
TRHR enhancer: TRH receptor (human) allosteric enhancement; TRHR cells, fluo-8 calcium fluorescence, EC20 TRH enhancement; enhancement, % at 2 µM; hit rate 0.66% among 360,000; AID 493056; in the data active = enhancement above about 30%; also: 0% is about no effect
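TRHR-expressing cells loaded with fluo-8 calcium dye were read kinetically (ex 480/em 530) during compound addition, then stimulated with an EC20 of TRH (10 nM final). Enhancement of the Gq-mediated intracellular calcium response was scored.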
D1 PAM: human D1 dopamine receptor positive modulation | HEK293 TREx D1 cells, calcium flux, dopamine EC20 potentiation | potentiation, % at 10 µM | AID 504651 | hit rate 0.036% among 360,000; in the data active = potentiation above about 30%; also: 0% is about no effect
D2 PAM: positive allosteric modulators of human D2 dopamine receptor. potentiation, % at 10 µM. hit rate 0.34% among 340,000. HEK293 T-REx D2, calcium flux, EC20 dopamine potentiation. AID 485347;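 active = potentiation over 3 SD above the plate norm, cut at about 30% in these data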; also: 0% is about no effect
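Potentiation of an EC20 dopamine calcium response measured kinetically over 180 s, after a preceding 180 s compound-only read flagging agonists. Cells: inducible Hek293 Trex D2 line, 4000/well, cultured overnight at 30 C before dye loading.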
* marks the source's active call; other numbers are inactive results; / = not tested or not shown; & = joins results of further samples; ! = not active in a repeat. Rule as the data show it, unless noted: active = activation above about 30%; inactive = the rest.

SMILES	D2 agonist	D1 ag	TRHR ag	D2 antag	RXFP1 antag	D1 antag	TRHR enhancer	D1 PAM	D2 PAM
Cc1cccc(N2CCN(C(=O)/C=C/c3cccs3)CC2)c1C	1.3	8	1.1	12	-11	-42*	1	-7	-3
Cc1nn(-c2ccccc2)c(C)c1NS(=O)(=O)c1ccccc1	0.8	-1	-0.6	-6	9	-5	5	-1	-2
O=S(=O)(Nc1ccc(-n2cnnn2)cc1)c1cccs1	0.5	1	0.3	-4	-2	3	23	3	20
COC(=O)N1C(=O)[C@](c2ccsc2)(C(C)C)N1C(=O)OC	0.3	2	-0.2	9	/	-67*	-6	-8	-1
CCN(CC)CCN1C(=O)C(=O)/C(=C(/O)c2ccc(OCC(C)C)cc2)C1c1ccncc1 (stereo not drawn)	0.0	3	-0.2	6	/	-26	13	-3	-1
C/C(=N\NS(=O)(=O)c1ccc(C)c([N+](=O)[O-])c1)c1cccs1	2.1	3	-0.4	8	8	-15	3	5	1
CSc1ncccc1C(=O)N1CCN(S(=O)(=O)c2cc(C)ccc2C)CC1	0.7	2	-1.9	4	1	3	-7	3	-8
CN1CCN(c2ccc(NC(=O)CN3CCOCC3)cc2F)CC1	1.8	3	1.1	3	-13	-2	0	-4	-2
CCCCNC(=O)c1onc(CSc2ccc(OC)cc2)c1C(=O)O	0.3	2	0.0	-23	/	-19	6	0	-8
COc1cccc(C(=O)COC(=O)C(C)N2C(=O)c3ccccc3C2=O)c1 (stereo not drawn)	-1.8	5	-0.1	-12	3	-20	3	1	-4
COc1ccc(Cl)cc1NC(=O)CSc1nnc(-c2ccco2)o1	0.5	9	0.8	9	-15	5	25	-8	-1
O=C(O)CCCC(=O)NCCc1ccncc1	0.3	2	0.5	7	5	2	7	-3	9
Cc1ccc(S(=O)(=O)N(CC(=O)N2CCC(C(N)=O)CC2)c2cccc(C(F)(F)F)c2)cc1	3.7	2	1.1	3	-5	-8	3	-5	/
CCOC(=O)c1c(-c2ccc(OC)cc2)oc2cc(Br)c(O)cc12	0.0	2	0.5	-4	-4	-2	-4	-9	-3
CCN(CC)CCNS(=O)(=O)c1ccc2c3c(cccc13)C(=O)N2	1.0	3	0.5	-6	-2	6	-1	-1	10
CN(C)/N=C/C=C1\CCC/C(=C\c2ccc(F)c(F)c2)C1=O	2.0	0	4.8	-23	-3	/	-6	-4	3
COc1cc(OC)cc(-c2cn[nH]c2N)c1	-0.5	1	0.2	-1	12	-1	-1	-5	-3
COc1ccc(CNC2CCCc3ccccc32)c(OC)c1 (stereo not drawn)	-0.6	11	1.6	-15	0	19	-1	4	-16
CCOC(=O)c1ccccc1NC(=O)CN(c1ccccc1OCC)S(C)(=O)=O	-1.6	2	-0.5	-10	1	16	-2	2	27
CC1CCc2c(sc(NC(=O)COC(=O)c3ccc(O)cc3)c2C#N)C1 (stereo not drawn)	-0.1	1	-0.4	-5	-19	-5	3	-2	7
CCCCn1c(/N=C/c2c[nH]c3ccccc23)nc2ccccc21	0.6	8	0.3	-17	-2	-16	0	-1	-16
COc1ccc(-n2c(C)cc(C(=O)CSc3nnc(-c4ccoc4C)n3C)c2C)cc1	-0.5	1	-0.6	-10	-5	25	10	-1	6
Cc1ccc(S(=O)(=O)N2[C@@H](c3cccc(Cl)c3)C(C(=O)O)=CC[C@H]2c2ccc(C(C)C)cc2)cc1	/	7	-0.4	/	/	-35*	-6	-12	/
COc1ccc(NC(=O)N2CCN(CCC#N)CC2)cc1	1.3	0	0.0	2	-4	2	-4	-8	1
CCCCCn1c(CNC(=O)COC)nc2ccccc21	-0.2	0	-0.1	-7	0	5	-9	-2	-1

(list continues)
SMILES	D2 agonist	D1 ag	TRHR ag	D2 antag	RXFP1 antag	D1 antag	TRHR enhancer	D1 PAM	D2 PAM
C=CCNC(=O)/C(=C/c1ccccc1OCC)NC(=O)c1ccccc1	0.0	3	-0.3	9	1	7	-1	2	-4
COc1ccc(NC(=O)C2CCN(c3cnccn3)CC2)cc1Cl	-0.5&-0.9	5&6	0.3&-1.8	6	-7	-58*!	-6&5	-6&-4	-8&-9
CCCCCCCC(=O)Nc1cc(C(=O)NCc2ccc(C)cc2)ccc1N1CCC2(CC1)CC(c1ccccc1)=NO2	0.1	4	1.0	-32	/	5	6	-1	8
CN=Cc1c(NC)nc2c(C)cccn2c1=O	-0.1	1	-0.1	-7	-9	-5	8	-1	-11
C[C@]12C(=O)N(c3cccc(Cl)c3)C(=O)N1[C@H]1c3ccccc3OC[C@@H]1[C@H]2c1ccccc1	0.4	5	0.4	4	/	-7	-2	3	0
COc1nc(OC)nc(N(C)CCO)n1	/	0	0.3	/	-14	-3	-2	2	/
CC(=O)NC(=S)Nc1ccccc1F	-0.1	2	0.8	-8	-2	-5	1	-1	0
COc1cccc(CN2C(=O)C(C)N(C(=O)c3c(F)cccc3F)c3ccccc32)c1 (stereo not drawn)	1.8	9	1.5	-21	-3	-12	-12	-3	-1
COc1ccc(S(=O)(=O)NNC(=O)Cc2csc(C)n2)cc1[N+](=O)[O-]	0.4	1	-0.1	-9	-12	-5	-1	-2	-1
Cc1nc(NCc2ccc3c(c2)OCO3)c2nnn(Cc3ccccc3)c2n1	0.9	4	0.1	-5	-6	7	3	-1	5
O=C(Nc1ccc(NC(=O)c2ccccc2F)cc1)c1cccs1	-0.2	7	0.2	11	-3	-1	0	2	19
Cc1nn(-c2ccccc2)c(Cl)c1/C=C(\C#N)C(=O)NC(C)C	1.3	2	-0.4	8	-12	0	-2	-2	-6
CN(C)C(=O)c1ccc(-c2n[nH]c(=O)c3ccccc23)cc1	0.5	3	0.1	1	-1	-12	3	-1	4
S=C(NNc1cccc(Cl)c1)NC1CCCCC1	-0.5	-5	-1.3	-32	-8	-3	-2	-4	-6
Cc1cc(C)c(O)c(-c2n[nH]c3c2C(c2cccc(O)c2)N(Cc2ccco2)C3=O)c1 (stereo not drawn)	0.5	4	-0.8	9	-80*	2	-8	-1	12
Cc1ccccc1Nc1ncnc2c1cnn2Cc1ccccc1	1.5	2	1.4	-4	-13	8	3	-6	16
Cc1ccc(-c2csc3nc4ccc(C(=O)NCCO)cc4c(=O)n23)cc1	-1.1	1	-0.4	0	/	-4	6	-5	-5
O=C(COc1ccccc1)Nc1sc2c(c1C(=O)Nc1ccccc1)CCCCC2	/	1	0.7	/	3	-10	6	2	8
COc1ccccc1CCC(=O)Nc1ccc(S(=O)(=O)Nc2cc(C)nc(C)n2)cc1	0.1	0	0.0	-15	3	2	-13	-4	-4
COc1ccc(Cl)c(N2CCN(CCCNC(=O)Nc3ccc(C)cc3)CC2)c1	-0.6	29	-0.9	36*	-11	-60*	7	-21	-23
COc1ccc(Cl)cc1NC(=O)N1CCC(C)CC1	/	2	-1.4	/	-18	2	18	-5	/
O=C(CCC(=O)NNC(=O)c1ccc(Cl)cc1Cl)NCc1ccccc1	-0.2	5	0.5	15	1	-6	-3	/	5
COc1ccc(-c2cc(=O)oc3cc(OCC(=O)NCCCn4ccnc4)ccc23)cc1	-1.0	1	-0.9	-4	/	-1	22	3	-2
COc1cccc(C(=O)Nc2ccc(S(=O)(=O)N(Cc3ccccc3)c3ccccc3)cc2)c1	2.1	5	1.5	/	1	-3	2	0	-2
CCOc1ccc(N(CC(=O)OC)S(=O)(=O)c2ccc(OC)c(OC)c2)cc1	/	3	-0.9	/	0	-18	0	-5	/

A second format for 12 compounds above:
Compound,D2 agonist,D1 ag,TRHR ag,D2 antag,RXFP1 antag,D1 antag,TRHR enhancer,D1 PAM,D2 PAM
Cc1cccc(N2CCN(C(=O)/C=C/c3cccs3)CC2)c1C,1.3,8,1.1,12,-11,-42*,1,-7,-3
Cc1nn(-c2ccccc2)c(C)c1NS(=O)(=O)c1ccccc1,0.8,-1,-0.6,-6,9,-5,5,-1,-2
O=S(=O)(Nc1ccc(-n2cnnn2)cc1)c1cccs1,0.5,1,0.3,-4,-2,3,23,3,20
COC(=O)N1C(=O)[C@](c2ccsc2)(C(C)C)N1C(=O)OC,0.3,2,-0.2,9,/,-67*,-6,-8,-1
CCN(CC)CCN1C(=O)C(=O)/C(=C(/O)c2ccc(OCC(C)C)cc2)C1c1ccncc1 (stereo not drawn),0.0,3,-0.2,6,/,-26,13,-3,-1
C/C(=N\NS(=O)(=O)c1ccc(C)c([N+](=O)[O-])c1)c1cccs1,2.1,3,-0.4,8,8,-15,3,5,1
CSc1ncccc1C(=O)N1CCN(S(=O)(=O)c2cc(C)ccc2C)CC1,0.7,2,-1.9,4,1,3,-7,3,-8
CN1CCN(c2ccc(NC(=O)CN3CCOCC3)cc2F)CC1,1.8,3,1.1,3,-13,-2,0,-4,-2
CCCCNC(=O)c1onc(CSc2ccc(OC)cc2)c1C(=O)O,0.3,2,0.0,-23,/,-19,6,0,-8
COc1cccc(C(=O)COC(=O)C(C)N2C(=O)c3ccccc3C2=O)c1 (stereo not drawn),-1.8,5,-0.1,-12,3,-20,3,1,-4
COc1ccc(Cl)cc1NC(=O)CSc1nnc(-c2ccco2)o1,0.5,9,0.8,9,-15,5,25,-8,-1
O=C(O)CCCC(=O)NCCc1ccncc1,0.3,2,0.5,7,5,2,7,-3,9

Continuation:
SMILES	D2 agonist	D1 ag	TRHR ag	D2 antag	RXFP1 antag	D1 antag	TRHR enhancer	D1 PAM	D2 PAM
CC(=O)Nc1ccc(NC(=O)Cc2ccc(-c3ccccc3)cc2)cc1	0.0	2	-1.5	-5	8	-10	4	-2	8
COC(=O)c1ccccc1NC(=O)N1CCN(C/C=C/c2ccccc2)CC1	0.1	2	-0.1	35*	2	-7	-2	2	-7
CC1CCC(NC(=O)CCS(=O)(=O)c2ccc3c(c2)NC(=O)C(C)S3)CC1 (stereo not drawn)	0.8	0	0.1	-3	14	13	-9	-6	-7
CCOC(=O)C1CCN(c2ncnc3c2c(-c2ccccc2)cn3-c2ccc(C)c(Cl)c2)CC1	-0.3	-4	-0.1	/	10	-5	-7	1	-3
CCSc1nnc2c(n1)OC(c1ccc(OCC(=O)O)cc1)Nc1ccccc1-2 (stereo not drawn)	-0.9	2	-0.6	/	1	11	14	-3	19
COCCn1c(C(C)C)nc2ccccc21	0.1	0	0.4	0	4	0	-3	7	2
Cc1ccc(NC(=O)CCn2cc(C(F)(F)F)ccc2=O)cc1	-0.1	5	-0.1	-3	2	-19	7	-10	8

Rows were taken by chance. About 7.3% of those tested had a hit in this group.
